Screening data deposited in PubChem BioAssay by The Scripps Research Institute Molecular Screening Center.
GPR151 activ: activators of human GPR151, primary screen, cell-based, PathHunter beta-arrestin, luminescence. G-protein coupled receptor 151 (Homo sapiens), Q8TDV0. PathHunter beta-arrestin GPR151 cells. activation, % at 11.2 µM. actives 1% (n = 650,000); in the data active = activation above about 4.9%;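 also: 0% = median of compound wells and 100% = cells with positive control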
Target sequence (Q8TDV0 whole entry, looked up): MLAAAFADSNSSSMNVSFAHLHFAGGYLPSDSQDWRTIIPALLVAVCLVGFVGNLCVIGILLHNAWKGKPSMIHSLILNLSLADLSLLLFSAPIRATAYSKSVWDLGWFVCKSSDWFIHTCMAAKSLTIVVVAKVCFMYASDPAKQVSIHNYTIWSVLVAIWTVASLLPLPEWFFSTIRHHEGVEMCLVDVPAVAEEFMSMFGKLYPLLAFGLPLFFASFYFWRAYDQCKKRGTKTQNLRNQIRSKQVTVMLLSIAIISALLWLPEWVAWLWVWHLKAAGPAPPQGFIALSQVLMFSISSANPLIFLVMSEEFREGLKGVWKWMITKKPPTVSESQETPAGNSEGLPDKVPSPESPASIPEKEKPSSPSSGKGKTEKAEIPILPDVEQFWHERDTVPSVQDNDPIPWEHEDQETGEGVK
MITF primary: MITF inhibitors, primary screen, biochemical, AlphaScreen, human | Microphthalmia-associated transcription factor (Homo sapiens), O75030 | AlphaScreen MITF homodimerization, bead proximity signal | inhibition, % at 2.6 µM | actives 0.91% (n = 650,000); in the data active = inhibition above about 50%;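 also: 0% = vehicle wells with protein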
Target sequence (O75030 whole entry, looked up): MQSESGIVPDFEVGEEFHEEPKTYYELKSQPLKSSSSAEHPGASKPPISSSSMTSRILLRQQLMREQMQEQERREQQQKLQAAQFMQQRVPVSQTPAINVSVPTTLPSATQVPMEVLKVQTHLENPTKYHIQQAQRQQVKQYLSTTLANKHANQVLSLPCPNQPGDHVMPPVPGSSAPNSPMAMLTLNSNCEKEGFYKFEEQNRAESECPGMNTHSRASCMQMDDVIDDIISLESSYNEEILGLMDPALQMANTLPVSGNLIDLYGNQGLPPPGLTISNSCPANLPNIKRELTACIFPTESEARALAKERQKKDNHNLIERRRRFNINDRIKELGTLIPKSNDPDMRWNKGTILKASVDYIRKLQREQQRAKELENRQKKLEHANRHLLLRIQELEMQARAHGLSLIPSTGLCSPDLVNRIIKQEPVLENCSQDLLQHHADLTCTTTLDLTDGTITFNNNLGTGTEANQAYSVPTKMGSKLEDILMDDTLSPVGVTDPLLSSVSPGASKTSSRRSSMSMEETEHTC
FBW7 act: FBW7 E3 ligase activators, primary screen, biochemical, AlphaScreen, human; normalized activity (activation), % at 26.1 µM; actives 0.13% (n = 650,000); AlphaScreen FBW7–phospho-cyclin E peptide binding, activator screen; in the data active = normalized activity above about 1.9%;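 also: purified mutant Fbw7 with reduced substrate affinity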
TEAD-YAP block: TEAD-YAP interaction inhibition, primary screen, TEAD-YAP interaction inhibitor project, luminescence, HEK-TIYL cells. TEAD-Gal4/YAP UAS-luciferase luminescence. inhibition, % at 9.12 µM. actives 1.4% (n = 640,000); in the data active = inhibition above about 32%;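 also: 0% = median of test compound wells and 100% = reference inhibitor wells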
* = called active by the depositor; . = not tested or not shown.

SMILES	GPR151 activ	MITF primary	FBW7 act	TEAD-YAP block
CC(C)CN(C(=O)CSc1nc(-c2ccccc2)cs1)C1CCS(=O)(=O)C1 (stereo not drawn)	0.7	13	0.4	-2
CC(=O)Nc1nc(-c2ccccc2)ns1	-2.5	8	0.0	-33
O=C(O)c1ccc(N2CCCC2=O)cc1O	-1.1	7	0.0	2
CN(C)CCCNc1ncnc2c1c(-c1ccccc1)cn2-c1ccc(Br)cc1	0.0	-7	-0.3	0
NS(=O)(=O)c1cc(C(=O)OCc2ccc(Cl)cc2Cl)ccc1Cl	0.1	24	0.7	-5
Cc1cc(=O)oc2c1c(C(F)(F)F)nn2-c1ccc(S(N)(=O)=O)cc1	-1.1	18	0.8	17
O=Cc1cn(CC(=O)NC2CCCC2)c2ccc(Br)cc12	0.0	-5	0.0	4
COc1ccc(CN2CCOCC2)cc1	-0.6	12	0.1	5
O=[N+]([O-])c1ccc(C2=Nn3cnnc3SC2)cc1	1.8	-6	0.1	-1
CN(C)C(=O)NC(Nc1cccc([N+](=O)[O-])c1)C(Cl)(Cl)Cl (stereo not drawn)	-0.4	5	0.0	10

Brought forward from above: 4 entries, then new ones.
SMILES	GPR151 activ	MITF primary	FBW7 act	TEAD-YAP block
O=Cc1cn(CC(=O)NC2CCCC2)c2ccc(Br)cc12	0.0	-5	0.0	4
COc1ccc(CN2CCOCC2)cc1	-0.6	12	0.1	5
O=[N+]([O-])c1ccc(C2=Nn3cnnc3SC2)cc1	1.8	-6	0.1	-1
CN(C)C(=O)NC(Nc1cccc([N+](=O)[O-])c1)C(Cl)(Cl)Cl (stereo not drawn)	-0.4	5	0.0	10
CC(=O)NC(Cc1ccc(F)cc1)C(=O)N1CCN(C(=O)Nc2ccc(C)cc2)CC1 (stereo not drawn)	0.1	7	0.2	6
CCOC(=O)C(C)Oc1ccc2c(=O)c(Oc3ccccc3Cl)coc2c1 (stereo not drawn)	0.9	11	0.3	5
O=C1CSC(=S)N1N1C(=O)c2ccc([N+](=O)[O-])cc2C1=O	4.7	14	-0.1	8
CCC(C)OC(=O)C1=C(C)NC(=O)NC1c1cccc(OC)c1 (stereo not drawn)	-0.1	2	0.3	-17
C#CCn1nc(CC)n2c(cc3sccc32)c1=O	-0.4	2	0.2	9
CC(=O)c1cccc(NC(=O)COc2ccc(S(=O)(=O)NC3CCCCC3)cc2C)c1	0.3	6	0.2	20
Cc1cc2c(Nc3ccccc3Cl)ncnc2s1	-1.8	-1	0.6	-34
CCOC(=O)c1ccc(NC(=O)Cc2ccc(OC)cc2)cc1	1.1	15	0.3	-7
COc1ccc(N2CCN(C(=O)CCn3nnc4ccccc4c3=O)CC2)cc1	0.4	-5	-0.1	3
CC1CCCC(C)N1C(=O)NC(=O)c1ccccc1 (stereo not drawn)	1.6	-3	-0.1	-2
Fc1ccc(CN2CCN(c3ncccn3)CC2)c(F)c1	-0.7	30	0.1	-6
COCCSc1nnc(CNC(=O)c2ccccc2)o1	2.2	-13	0.1	-1
O=C(/N=C1\N=C2N=CC=CN2Cc2ccccc21)Nc1ccc(Cl)cc1	-2.0	-4	0.2	-17
OCCNc1ncnc2c1nnn2Cc1ccccc1	-0.2	3	0.1	3
O=c1/c(=C/c2ccccc2)sc2nc(-c3ccco3)nn12	0.3	-12	0.0	-9
CC(=O)c1ccc(OCCCC(=O)Nc2ccc(S(=O)(=O)N3CCCCC3)cc2)cc1	1.0	-2	0.0	8
O=C(COc1ccc(Br)cc1)OC1CCS(=O)(=O)C1 (stereo not drawn)	-0.7	7	-0.1	1
CCc1ccc(Nc2ccc([N+](=O)[O-])c3nonc23)cc1	-4.8	39	-0.9	-36
Cc1[nH]n(-c2ccccc2)c(=O)c1/C=C1\C=c2ccccc2=NC1=O	1.9	0	-0.1	-20
Cn1c2c(c(=O)n(C)c1=O)C(c1ccc(C(F)(F)F)cc1)C1=C(CCCC1=O)N2 (stereo not drawn)	-0.1	3	-0.1	-2
S=C(NCc1ccccc1)c1ccccc1	-1.0	6	0.1	4
O=C(Nc1cccc(-c2nc3ccccc3[nH]2)c1)c1cc2ccccc2o1	1.0	-4	0.0	-3
O=C(Cn1cnc([N+](=O)[O-])n1)NCCC1=CCCCC1	-0.6	7	0.2	0
COC(=O)C1CCCCN1Cc1nc(N)c2cc(OC)c(OC)cc2n1 (stereo not drawn)	1.7	-9	-0.2	-9
Cc1cc(NC(=O)Cn2cnc3scc(-c4ccccc4)c3c2=O)no1	0.9	-9	-0.1	-16
Cc1ccc(N=C2NC(=O)S/C2=C\c2ccco2)cc1	0.5	0	-0.2	-11
COc1ccc(-c2cnn3c(NCc4ccccn4)ccnc23)c(OC)c1	1.4	4	0.2	0
O=C1c2cccc(F)c2C(=O)N1c1ccc(S(=O)(=O)c2ccc([N+](=O)[O-])cc2)cc1	-0.6	-8	0.0	-8
O=C1NC(=O)/C(=C\c2ccc(OCc3ccccc3F)cc2)N1	-0.1	12	0.1	-14
COc1ccc(CCNC(=O)c2ccc(C#CC(C)(C)O)cc2)cc1OC	-0.9	-19	0.1	-12
O=C(/C=C/c1ccccc1)N1CCN(c2ccc(-c3ccncc3)nn2)CC1	-0.5	6	-0.1	6
O=C(CN1CCN(Cc2ccc(F)cc2Cl)C1=O)NCc1cccs1	-0.5	3	-0.2	-1
COc1ccc(-n2cc(C(=O)NCCCN3CCN(c4cccc(Cl)c4)CC3)c3ccccc3c2=O)cc1	-0.8	8	0.0	13
CCCOc1ccc2c(c1)CC(c1nc3ccc(-c4ccncc4)cc3[nH]1)CO2 (stereo not drawn)	0.1	10	-0.1	-6
CCOc1cccc(C(=O)Nc2ccccc2C(N)=O)c1	-0.7	-1	0.0	-35
Cc1ccccc1-n1ncc(C(C)NC(=O)c2ccccc2)c1C (stereo not drawn)	0.5	8	-0.1	-12
CCNC(=O)N1CCCC(N2CCN(Cc3ccc4c(c3)OCO4)CC2)C1 (stereo not drawn)	0.3	9	0.1	-2
CCc1ccc(NC(=O)C2CCN(c3cnccn3)CC2)cc1	-0.2	-4	0.0	4
Cc1c(C(=O)N(C)C2CCCCC2)sc2ncn(CC(=O)N3CCC(C)CC3)c(=O)c12	1.1	1	0.0	-1
CC(=O)Nc1nonc1-c1nc2ccccc2n1Cc1ccc(Cl)c(Cl)c1	0.0	-1	0.0	-4

Part of the list above, field by field:
CCc1ccc(NC(=O)C2CCN(c3cnccn3)CC2)cc1
- GPR151 activ = -0.2
- MITF primary = -4
- FBW7 act = 0.0
- TEAD-YAP block = 4
O=C(CN1CCN(Cc2ccc(F)cc2Cl)C1=O)NCc1cccs1
- GPR151 activ = -0.5
- MITF primary = 3
- FBW7 act = -0.2
- TEAD-YAP block = -1
Cc1c(C(=O)N(C)C2CCCCC2)sc2ncn(CC(=O)N3CCC(C)CC3)c(=O)c12
- GPR151 activ = 1.1
- MITF primary = 1
- FBW7 act = 0.0
- TEAD-YAP block = -1
CCCOc1ccc2c(c1)CC(c1nc3ccc(-c4ccncc4)cc3[nH]1)CO2 (stereo not drawn)
- GPR151 activ = 0.1
- MITF primary = 10
- FBW7 act = -0.1
- TEAD-YAP block = -6

Next records
SMILES	GPR151 activ	MITF primary	FBW7 act	TEAD-YAP block
O=C1OC(c2cccc([N+](=O)[O-])c2)=N/C1=C\c1cccs1	0.2	6	0.6	-5
O=C(NCC1CCCN(Cc2cnc(N3CCCC3)s2)C1)c1n[nH]c2ccccc12 (stereo not drawn)	-2.0	-6	-0.1	5
COc1ccc2nc(/N=C(\N)NC(=O)Cc3ccccc3)nc(C)c2c1	1.1	8	0.1	-3
CCOc1ccc2[nH]cc(C(=O)NCc3ccc(OC)cc3)c(=O)c2c1	1.4	-10	-0.1	3
Cc1cc(S(=O)(=O)NCC(c2ccc(N(C)C)cc2)N(C)C)ccc1F (stereo not drawn)	-0.7	8	-0.1	4
O=C(O)C1CN=C(Cc2ccc(Cl)cc2)N1 (stereo not drawn)	0.6	-7	0.1	7
CC(SC1CC(=O)N(c2ccccc2)C1=O)C(=O)O (stereo not drawn)	-0.7	-1	-0.3	6
COc1ccccc1NC(=O)C1=C(C)NC(SC)=C(C#N)C1c1ccccc1Cl (stereo not drawn)	0.7	4	0.0	-9
Cc1ccc(-c2nccnc2NS(=O)(=O)c2ccc3c(c2)OCCO3)cc1	-0.3	11	-0.3	-1
CCn1c2ccccc2c2cc(C3Nc4cc(C)c(C)cc4NC4=C3C(=O)CC(C)(C)C4)ccc21 (stereo not drawn)	1.0	-2	-0.2	-12
CN(C(=O)NC(=O)C1=C(N2CCOCC2)/C(=C\c2ccccc2)CC1)S(C)(=O)=O	-0.5	-4	0.2	0
CN1CCN(Nc2ncnc3c2cnn3-c2cccc(Cl)c2)CC1	-0.9	2	0.3	-29
Cc1cccc(NC(=O)c2ccc(N(Cc3ccccc3)S(C)(=O)=O)cc2)c1	2.1	3	0.0	-2
CCn1c2ccccc2n2cc(C34CC5CC(CC(C5)C3)C4)nc12	-0.3	7	-0.1	10
CCC(C)NC(=O)c1c(C(F)(F)F)nc2ccc(C)cn12 (stereo not drawn)	-0.2	4	0.2	2
Cc1ccccc1/C=C/C(=O)NCC(=O)N1CCC(N(C)C2CCCC2)CC1	-0.7	-4	-0.1	7
COc1ccc(-c2cc(C(=O)Nc3ccccc3Cl)c3ccccc3n2)cc1OC	-0.6	7	0.3	-11
CCOC(=O)c1cnc2c(c(C)nn2CC)c1NCc1ccc(OC)cc1	2.8	-16	-0.1	-16
O=C(COc1ccccc1F)NCc1nnnn1-c1cccc(F)c1	-1.9	14	0.2	2
CC(=O)c1cccc(-c2nc3ncnc(NCCc4ccc(O)cc4)c3[nH]2)c1	0.3	13	-0.1	11
Cc1cc(C)cc(N2C(=O)C3C4C=CC(C4)C3C2=O)c1 (stereo not drawn)	-0.7	-2	0.2	-4
O=C(CCn1c(=O)sc2ccccc21)Nc1cccc(Cl)c1Cl	-1.5	7	0.2	-3
CCn1c(=NC(=O)c2ccc(S(=O)(=O)N3CCOCC3)cc2)sc2ccccc21	1.9	-6	-0.2	-2
CCOCCOc1cccc([N+](=O)[O-])c1NS(C)(=O)=O	1.0	-9	-0.2	5
CCCCNC(=O)NS(=O)(=O)c1ccc(CO)cc1	-1.0	13	.	.
CCCC(=O)N1c2ccc(OCC)cc2-c2c(ssc2=S)C1(C)C	0.9	30	-0.8	-1
COc1ccc(Cl)cc1NC(=O)/C(=C/c1cccc([N+](=O)[O-])c1)NC(=O)c1ccc(F)cc1Cl	-0.5	10	0.0	0
C#CCN1C(=O)C(O)(CC(=O)c2ccc(N(C)C)cc2)c2ccccc21 (stereo not drawn)	0.8	0	0.2	3
CCC(C)NCCOCCOc1ccc(Cl)c(Cl)c1 (stereo not drawn)	1.4	66*	-0.1	-6
CCn1cnc2sc(C(=O)N3CCN(c4ccc([N+](=O)[O-])cc4)CC3)c(C)c2c1=O	0.3	21	0.3	2
O=C1CCC(CCC(=O)N2CCCC2)(Cc2ccc(Cl)cc2)N1 (stereo not drawn)	-0.5	-2	0.0	3
COc1ccccc1NC(=O)C1=C(C)NC(=O)NC1c1ccc([N+](=O)[O-])cc1 (stereo not drawn)	0.9	-1	-0.1	12
Cc1c(C(=O)N2CCCC2)oc2c1-c1nn(CC(=O)NCc3cccs3)cc1CC2	-0.1	4	0.2	5
CC(C)C(=O)Nc1ccc2oc(-c3ccccc3F)nc2c1	-3.5	-6	-0.2	72*
CC(C)NC(=O)COc1ccc2ccccc2c1	-0.9	14	0.4	-33
Cc1ccc(NC(=O)Cn2cnc3c2c(=O)n(C)c(=O)n3C)cc1Cl	-1.3	-9	-0.2	11
Cc1[nH]c2ccccc2c1C(Nc1nccs1)c1ccc(C(C)C)cc1 (stereo not drawn)	0.3	7	-0.3	-17
O=C(Nc1cccc2ccccc12)c1ccc(S(=O)(=O)N2CCOCC2)cc1	-1.3	-4	0.1	-2
O=C(O)C1CCCCC1C(=O)NC1CCCCCCC1 (stereo not drawn)	0.2	-2	0.0	4
O=C(Nc1ccc(Cl)cc1)N1CCCC(c2nc3ccccc3[nH]2)C1 (stereo not drawn)	-0.6	0	-0.1	-9

Some values from the list:
O=C(COc1ccc(Br)cc1)OC1CCS(=O)(=O)C1 (stereo not drawn) in GPR151 activ = -0.7
CCOc1ccc2[nH]cc(C(=O)NCc3ccc(OC)cc3)c(=O)c2c1 in GPR151 activ = 1.4
COCCSc1nnc(CNC(=O)c2ccccc2)o1 in MITF primary = -13
CCOc1cccc(C(=O)Nc2ccccc2C(N)=O)c1 in MITF primary = -1

Remaining list, next part.
SMILES	GPR151 activ	MITF primary	FBW7 act	TEAD-YAP block
O=C(/C=C\c1cccs1)N1CCN(c2cc(-c3ccccc3)ncn2)CC1	1.8	11	0.1	1
COc1ccc2cc(C#N)c(SCCN3CCOCC3)nc2c1	-0.6	-10	-0.1	0
O=C(NCCSc1ccccn1)c1ccc(Br)cc1	-0.9	10	0.1	-26
COc1ccc(-n2nnnc2SC(C)c2nc3sc(C)c(C)c3c(=O)[nH]2)cc1 (stereo not drawn)	-0.9	-4	0.0	12
O=C1c2cccc3cccc(c23)C(=O)N1c1nc2ccccc2s1	0.4	2	0.0	-5
O=C1N/C(=C/c2ccc(I)cc2)C(=O)N1Cc1ccccc1F	-0.9	-28	0.0	1
CCCNC(=O)/C=C/c1c(Cl)cccc1Cl	1.2	-1	0.1	-6
CCSc1ccccc1C(=O)Nc1ccc([N+](=O)[O-])cc1OC	-1.8	10	0.0	6
C=CCn1c(N2CCC(C(=O)NC(C)c3ccccc3)CC2)nc2ccccc21 (stereo not drawn)	-0.2	6	0.5	8
CN1CCc2c(sc(NC(=O)c3ccc(S(=O)(=O)N4CCc5ccccc5C4)cc3)c2C(N)=O)C1	-0.9	2	0.1	7
